TNFa cytotox: cytotoxicity in TNFa-stimulated HUVEC, primary screen, cytotoxicity control for VCAM1 expression modulator project, imaging, Hoechst nuclei count. HUVEC TNFalpha-stimulated, Hoechst cell count. cell count reduction, % at 2 µM. 93,000 tested, 0.17% active. AID 848, 2007;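 active = cell count reduction exceeding the screen mean by over 5 SD, scaled to untreated wells per plate, cut at about 78% in these data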;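 also: cells counted after 24 h of TNF alpha exposure following the 1 h pretreatment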
CYP2C9 inhib: blockers of cytochrome P450 2C9 activity – biochemical, luminescence, ADME assay, primary screen; inhibition, % at 5 µM; CYP2C9 Supersomes, luciferin-H conversion; P11712; 96,000 tested, 20% active;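 active = blocking of liver enzyme CYP2C9 beyond about 50% at 5 µM, limit read from the data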; also: values of inactives mirror those of a sister screen read the other way
Target sequence (P11712 whole entry, looked up): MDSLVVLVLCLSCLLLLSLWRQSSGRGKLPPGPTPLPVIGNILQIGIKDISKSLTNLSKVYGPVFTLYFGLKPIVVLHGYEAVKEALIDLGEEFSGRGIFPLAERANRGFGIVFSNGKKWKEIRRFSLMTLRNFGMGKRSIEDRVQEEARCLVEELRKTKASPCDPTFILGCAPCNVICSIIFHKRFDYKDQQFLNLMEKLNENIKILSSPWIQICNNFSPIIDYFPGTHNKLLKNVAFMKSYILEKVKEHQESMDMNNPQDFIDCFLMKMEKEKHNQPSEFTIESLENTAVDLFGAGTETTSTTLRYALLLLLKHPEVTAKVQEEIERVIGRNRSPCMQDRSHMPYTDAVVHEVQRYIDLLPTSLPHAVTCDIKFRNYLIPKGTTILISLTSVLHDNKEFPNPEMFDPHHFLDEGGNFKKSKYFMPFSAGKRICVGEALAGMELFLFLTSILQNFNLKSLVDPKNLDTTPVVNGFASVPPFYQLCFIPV
Calb biofilm kill: clotrimazole potentiators killing Candida biofilms, primary screen, with clotrimazole, Alamar Blue; C. albicans biofilm + clotrimazole; inhibition, % at 6 µM; 85,000 tested, 0.14% active; AID 834, 2007;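 active = inhibition above 20%; inactive = inhibition below 20%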;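 also: preformed 24 hr biofilms exposed to compound for 48 hr; 0% = biofilm without compound and 100% = blank killed by clotrimazole plus chlorhexidine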
HUVEC tox IL1B: cytotoxicity in IL-1B stimulated HUVEC, primary screen, cytotoxicity control for IL-1B NFkB translocation project, imaging, Hoechst nuclear count, IL-1B stimulus. HUVEC cell count loss. cell count reduction, % at 2 µM. 94,000 tested, 0.41% active;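 active = cell count reduction more than 3 SD above the screen-wide mean, cut at about 70% in these data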;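 also: normalized per plate to untreated control cells as the no-loss baseline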
CYP2C19 activ: human CYP2C19 activators, primary screen, biochemical, luminescence; Cytochrome P450 2C19 (Homo sapiens), P33261; recombinant CYP2C19, luciferin-H EGE luminescence; hits give high values; 0 = fully inhibited enzyme, 1 = untreated enzyme; activation factor at 5 µM; 96,000 tested, under 10 active; AID 1025, 2008;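 active = activation factor of at least 2 at 5 µM in the primary screen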;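 also: 0 = wells with 2.5 mM tranylcypromine and 1 = vehicle-only wells; values of inactives mirror those of a sister screen read the other way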
DAT uptake mod: changed hDAT dopamine uptake under cocaine IC80, either direction, primary screen, cocaine antagonist project, cell-based, LLC-PK1 hDAT, [14C]-dopamine uptake, MLSMR | Sodium-dependent dopamine transporter (Homo sapiens), Q01959 | LLC-PK1 hDAT cells, [14C]-dopamine uptake with cocaine IC80; actives deviate in either direction | B-score at 10 µM | 110,000 tested, 1.3% active;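 active = Z score or B-score, a plate-position-corrected score, falls beyond the plate's 99.7% confidence bounds, in either direction; inactive = both scores lie inside the 99.7% bounds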;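 also: scored against the spread of the other compound wells on the same plate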
Target sequence (Q01959 whole entry, looked up): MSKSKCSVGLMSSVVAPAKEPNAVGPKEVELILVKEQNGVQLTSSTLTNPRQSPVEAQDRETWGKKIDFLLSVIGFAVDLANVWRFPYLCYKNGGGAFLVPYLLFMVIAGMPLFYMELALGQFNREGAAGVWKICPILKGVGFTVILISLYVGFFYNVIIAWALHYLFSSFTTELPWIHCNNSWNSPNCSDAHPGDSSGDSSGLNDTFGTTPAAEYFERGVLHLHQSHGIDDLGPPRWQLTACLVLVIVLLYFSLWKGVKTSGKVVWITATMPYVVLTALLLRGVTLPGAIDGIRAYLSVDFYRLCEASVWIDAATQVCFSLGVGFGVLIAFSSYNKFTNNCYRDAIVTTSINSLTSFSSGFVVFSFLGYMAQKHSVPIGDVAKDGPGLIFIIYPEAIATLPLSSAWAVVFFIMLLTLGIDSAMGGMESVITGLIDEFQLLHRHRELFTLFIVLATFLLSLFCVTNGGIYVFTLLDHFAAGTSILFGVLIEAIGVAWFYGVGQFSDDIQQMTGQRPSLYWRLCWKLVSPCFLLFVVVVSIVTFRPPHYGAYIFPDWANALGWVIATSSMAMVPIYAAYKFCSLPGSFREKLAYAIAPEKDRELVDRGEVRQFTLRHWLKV
CYP2C9 act: human CYP2C9 activators, primary screen, biochemical, luminescence; Cytochrome P450 2C9 (Homo sapiens), P11712; activation factor at 5 µM; 96,000 tested, 1.4% active; recombinant CYP2C9, luciferin-H conversion; hits give high values; factor 1 = untreated enzyme, 0 = blocked;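 active = activation factor of 2 or more for CYP2C9 at a 5 µM dose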;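 also: 0 = sulfaphenazole-blocked wells and 1 = vehicle-only wells; values of inactives mirror those of a sister screen read the other way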
VCAM1 TNFa inh: inhibitors of TNFa-induced VCAM1 expression, primary screen, imaging, HUVEC, TNFa stimulus, immunofluorescence. HUVEC TNFa-induced VCAM-1 immunofluorescence, high-content imaging. inhibition, % at 2 µM. 95,000 tested, 0.48% active. AID 802, 2007;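 active = inhibition above the batch mean plus 3 SD, with images confirmed as a hit by eye, cut at about 37% in these data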;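 also: 0% = TNF-stimulated DMSO wells and 100% = unstimulated control wells; not every result past the cut was called active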
CYP2C19 inh: blockers of cytochrome P450 2C19 activity – biochemical, luminescence, ADME assay, primary screen. P33261. CYP2C19 Supersomes, luciferin-H EGE luminescence, 30 min. inhibition, % at 5 µM. 96,000 tested, 21% active. AID 778, 2007;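 active = CYP2C19 inhibition above a set limit at 5 µM in the primary screen, cut at about 50% in these data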;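 also: plate controls were negative control wells for no effect and 2.5 mM tranylcypromine positive control for full effect; values of inactives mirror those of a sister screen read the other way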
An asterisk follows results filed as active; x = no result given.

(1) C/C(=N\NC(=O)c1[nH]c2c([N+](=O)[O-])cc(C)cc2c1-c1ccccc1)c1cccnc1
(2) Cc1cc(-c2cccnc2)c(C#N)c(SCc2cccc(F)c2)n1
(3) COc1ccc(OCC(O)Cn2c(=N)n(Cc3ccccc3)c3ccccc32)cc1 (stereo unspecified)
(4) CCN(CC)S(=O)(=O)c1cccc(NC(=O)c2cc3ccccc3o2)c1
(5) CC(C)(C)c1ccc(OC(=O)c2ccc3nsnc3c2)cc1
(6) CC(NC(=O)Nc1cccc([N+](=O)[O-])c1)(C(F)(F)F)C(F)(F)F
(7) COCCOc1cc(NC(=O)c2sccc2Oc2ccc([N+](=O)[O-])cc2F)c(Cl)cc1Cl
(8) FC(F)(F)c1cccc(Sc2nc(-c3ccccc3)nnc2C(F)(F)F)c1

entry no.	1	2	3	4	5	6	7	8
TNFa cytotox	-15	x	16	29	1	5	8	1
CYP2C9 inhib	30	-79	22	39	29	20	59*	45
Calb biofilm kill	7	x	2	2	3	x	x	x
HUVEC tox IL1B	-15	-17	33	-4	-9	11	-27	-27
CYP2C19 activ	0.4	0.3	0.5	0.9	1	0.8	0.8	1.1
DAT uptake mod	1.9	-0.3	0.62	-0.39	-0.3	-3*	0.41	-0.51
CYP2C9 act	0.7	1.8	0.8	0.6	0.7	0.8	0.4	0.5
VCAM1 TNFa inh	9	-6	-13	0	-1	-2	1	1
CYP2C19 inh	62*	69*	49	9	0	20	19	-13

(9) COc1ccc2c(c1OC)C(=O)N(c1ccc(C)c(C)c1)C2=O
(10) N#C/C(C(N)=O)=C1/CCc2ccccc2N1
(11) CCCN1C=CC(=C/C=C(\C#N)C(=O)OCC)C=C1
(12) COc1ccc(N(CC(=O)O)S(=O)(=O)c2cccnc2)cc1
(13) COc1ccc(CC(=O)Nc2nncs2)cc1OC
(14) COC(=O)C1C(=O)C2=C(CC1C)NC(C)=C(C(=O)OC(C)C)C2c1ccc(C)o1 (stereo unspecified)
(15) O=C(COc1ccccc1Cl)Nc1nc(-c2cccs2)cs1
(16) O=C(CN1C(=O)C2(OCCO2)c2ccccc21)c1ccc(F)cc1

entry no.	9	10	11	12	13	14	15	16
TNFa cytotox	27	-10	-17	-7	x	7	-7	7
CYP2C9 inhib	x	-11	36	-23	-14	59*	82*	19
Calb biofilm kill	6	3	5	5	-3	2	0	-3
HUVEC tox IL1B	-13	8	-3	-1	x	1	-2	-16
CYP2C19 activ	x	1.1	1	1.2	1.1	0.8	0.6	0.6
DAT uptake mod	-0.77	0.019	-1.7	0.19	0.57	0.24	0.43	0.61
CYP2C9 act	x	1.1	0.6	1.2	1.1	0.4	0.2	0.8
VCAM1 TNFa inh	-12	-5	19	-9	x	7	-6	-2
CYP2C19 inh	x	-14	-3	-20	-9	21	41	35

(17) CCCCCCn1c(=O)c(F)cn(Cc2ccc(OC)c([N+](=O)[O-])c2)c1=O
(18) COc1cc(NS(=O)(=O)c2cccc3nsnc23)c(C(=O)O)cc1OC
(19) O=C(Nc1ccc(Br)c(Cl)c1)c1ccco1
(20) O=C(/C=C/Sc1ccccc1)c1ccc(Cl)cc1
(21) Cc1cccc(NC(=O)CCn2nc(C)cc2C)c1
(22) Cn1c(=O)[nH]c(=O)c2c1nc(SCCN1CCCCC1)n2Cc1ccccc1
(23) CC(=O)N1CCN=C1SCc1ccc(F)cc1
(24) CCOc1cc(C=O)c(Br)cc1OC1CCCC1

entry no.	17	18	19	20	21	22	23	24
TNFa cytotox	10	x	-4	-23	x	-18	-17	4
CYP2C9 inhib	60*	31	43	-26	-160	18	22	16
Calb biofilm kill	x	6	-1	5	0	4	7	8
HUVEC tox IL1B	-6	-13	-9	0	x	-4	-3	-14
CYP2C19 activ	0.7	1.2	0.3	0.8	0.3	0.9	0.6	0.9
DAT uptake mod	0.19	-0.22	0.31	0.36	0.64	1.1	-0.053	0.83
CYP2C9 act	0.4	0.7	0.6	1.3	2.6*	0.8	0.8	0.8
VCAM1 TNFa inh	-6	-34	2	15	x	-3	4	17
CYP2C19 inh	30	-16	66*	17	71*	6	39	11

Single records, as listed above. Screens in order: TNFa cytotox	CYP2C9 inhib	Calb biofilm kill	HUVEC tox IL1B	CYP2C19 activ	DAT uptake mod	CYP2C9 act	VCAM1 TNFa inh	CYP2C19 inh
Listed for CCOc1cc(C=O)c(Br)cc1OC1CCCC1 : 4	16	8	-14	0.9	0.83	0.8	17	11
Listed for O=C(/C=C/Sc1ccccc1)c1ccc(Cl)cc1 : -23	-26	5	0	0.8	0.36	1.3	15	17
Listed for O=C(Nc1ccc(Br)c(Cl)c1)c1ccco1 : -4	43	-1	-9	0.3	0.31	0.6	2	66*
Listed for COc1cc(NS(=O)(=O)c2cccc3nsnc23)c(C(=O)O)cc1OC : x	31	6	-13	1.2	-0.22	0.7	-34	-16

Next entries.
(25) COc1ccc(-n2ncc3c(N4CCN(c5cc(C)ccc5C)CC4)ncnc32)cc1
(26) CN1CCN(S(=O)(=O)c2cccc(C(=O)Nc3nc(-c4ccccc4)cs3)c2)CC1
(27) O=C(O)C1[C@H]2C(=O)N(C3CCCC3)C[C@]23C=C[C@H]1O3 (stereo partly specified)
(28) N=c1c(C(=O)NCc2ccccc2)cc2c(=O)n3ccccc3nc2n1Cc1ccco1
(29) Cn1cnnc1SCCC(=O)Nc1ccc(Cl)cc1
(30) O=S(=O)(Cc1cc(Cl)nc(-c2ccccc2)n1)c1ccccc1
(31) COc1cc(CNCc2ccco2)ccc1OCc1ccccc1
(32) CC(C)(C)n1c(=O)[nH]c2c(c1=O)CCC2

entry no.	25	26	27	28	29	30	31	32
TNFa cytotox	-26	-12	-18	x	-14	x	-6	12
CYP2C9 inhib	1	36	4	48	x	-38	-13	-7
Calb biofilm kill	0	x	4	1	1	x	x	9
HUVEC tox IL1B	4	-11	-17	16	-58	x	0	4
CYP2C19 activ	1.1	0.8	1	0.7	x	0.1	0.5	1.2
DAT uptake mod	-0.058	x	-0.48	1.6	0.14	-0.016	0.44	-0.26
CYP2C9 act	1	0.6	1	0.5	x	1.4	1.1	1.1
VCAM1 TNFa inh	17	16	-2	-24	23	x	-5	-5
CYP2C19 inh	-13	21	3	26	x	92*	52*	-17

(33) CC(C)Cn1c(=O)c(C(=O)NCc2ccccn2)c(O)c2ccccc21
(34) CSc1nnc(Cn2c(=O)sc3ccccc32)n1CCc1ccccc1
(35) Cc1nc2cc(NC(=O)NCc3ccco3)ccc2n1C
(36) CCC(=O)Nc1nc(CC(=O)Nc2ccccc2OC)cs1
(37) COc1ccc(CC(=O)Nc2ccc(-c3noc(-c4ccc(Cl)cc4)n3)cc2)cc1
(38) Cc1cccc(NC(=O)C2CCCN2C(=O)OCC(C)C)c1C (stereo unspecified)
(39) O=C(CSCCO)Nc1cc(C(F)(F)F)ccc1Cl
(40) CN1CCN(CC(O)COc2ccc(Cl)cc2)CC1 (stereo unspecified)

entry no.	33	34	35	36	37	38	39	40
TNFa cytotox	x	-15	-10	-16	-2	-11	-13	-6
CYP2C9 inhib	17	45	-14	x	x	x	-38	-13
Calb biofilm kill	3	10	1	0	-5	3	1	3
HUVEC tox IL1B	x	-10	-10	30	x	15	-18	-12
CYP2C19 activ	0.8	0.6	0.9	x	x	x	0.8	0.9
DAT uptake mod	0.037	0.086	1.6	-0.28	-0.77	-1.3	0.82	0.1
CYP2C9 act	0.8	0.6	1.1	x	x	x	1.4	1.1
VCAM1 TNFa inh	x	-2	-2	1	2	-4	-7	0
CYP2C19 inh	17	39	6	x	x	x	17	13

(41) CC(C)C(NS(=O)(=O)c1cccc2nsnc12)C(=O)N1CCc2ccccc2C1 (stereo unspecified)
(42) COc1ccc(CN2CCCCC2C)cc1C (stereo unspecified)
(43) CC1CCCN(C(=O)N2c3ccccc3Sc3ccccc32)C1 (stereo unspecified)
(44) COc1cc2c(C#N)c(N3CCOCC3)nc(N)c2c(N)n1
(45) CCC(C)C(NC(=O)C1CCC(C)CC1)C(=O)Nc1cc(OC)ccc1OC (stereo unspecified)
(46) CCCCc1c(O)nc(SCC(=O)N2CCCCC2)n(-c2ccccc2C)c1=O
(47) CCN(CC)c1ccc(NC(=O)c2c(OC)cccc2OC)c(C)c1
(48) Cc1ccc(CCNC(=O)C2CCC(CNc3c(N4CCCC4)c(=O)c3=O)CC2)cc1 (stereo unspecified)

entry no.	41	42	43	44	45	46	47	48
TNFa cytotox	-20	-14	-5	-3	-18	-14	x	-27
CYP2C9 inhib	41	-4	5	26	69*	-11	-66	26
Calb biofilm kill	6	3	2	9	x	2	-1	2
HUVEC tox IL1B	-46	8	11	-6	-11	2	-40	-13
CYP2C19 activ	0.8	0.6	0.7	0.9	0.9	0.9	0.9	0.8
DAT uptake mod	-0.83	-0.11	-1.1	0.081	-1.5	-0.0012	0.96	x
CYP2C9 act	0.6	1	0.9	0.7	0.3	1.1	1.7	0.7
VCAM1 TNFa inh	5	-8	-10	10	3	5	-3	2
CYP2C19 inh	24	40	29	15	12	8	14	24

(49) COc1cccc(C(C#N)N2CCOCC2)c1 (stereo unspecified)
(50) CC1CC(=O)N(CC(=O)NCc2ccco2)c2ccccc2S1 (stereo unspecified)
(51) C#CCSc1nccc(-c2nn(-c3ccc(C)cc3)ccc2=O)n1
(52) O=C(NCc1ccc(OC(F)(F)F)cc1)C1CC(c2ccccc2[N+](=O)[O-])=NO1 (stereo unspecified)
(53) Cc1cnc(NC(=O)C(C)N2C(=O)C3CC=CCC3C2=O)s1 (stereo unspecified)
(54) CCOC(=O)c1c(C)c(C(=O)N2CCN(C(=O)c3ccco3)CC2)c(C)n1C
(55) CCOc1cc(/C=N/NC(=O)CN2CCCCC2)ccc1OCc1ccccc1
(56) CC(C)(C)C(=O)NCCCc1ccccc1

entry no.	49	50	51	52	53	54	55	56
TNFa cytotox	-20	x	-8	-1	-15	-32	-11	-19
CYP2C9 inhib	-2	2	41	-213	22	-20	8	13
Calb biofilm kill	-3	0	3	x	7	-4	x	6
HUVEC tox IL1B	14	x	21	6	5	-41	-31	2
CYP2C19 activ	0.2	0.5	0.8	0.8	0.6	0.9	1	0.7
DAT uptake mod	-0.28	0.78	1.1	0.94	-0.18	0.26	0.16	0.023
CYP2C9 act	1	1	0.6	3.1*	0.8	1.2	0.9	0.9
VCAM1 TNFa inh	15	x	5	1	0	-24	2	12
CYP2C19 inh	78*	52*	24	23	40	8	-2	32

(57) COc1ccccc1C1C(C#N)=C(N)N(c2cccnc2)C2=C1C(=O)CC(C)(C)C2 (stereo unspecified)
(58) CCc1cc2cccc(C)c2nc1SCC(=O)NNC(=O)c1ccco1
(59) CC1=C(C(=O)OCC2CCCO2)C(c2ccc(C)o2)C2=C(CC(c3ccc(F)cc3)CC2=O)N1 (stereo unspecified)
(60) N/C(Cc1cccs1)=N\OC(=O)COc1ccc(Cl)cc1Cl

entry no.	57	58	59	60
TNFa cytotox	-1	9	-3	-59
CYP2C9 inhib	x	-48	19	8
Calb biofilm kill	-2	x	4	-2
HUVEC tox IL1B	-13	-10	-8	10
CYP2C19 activ	x	1.2	0.8	0.7
DAT uptake mod	0.2	-0.83	2.1	0.41
CYP2C9 act	x	1.5	0.8	0.9
VCAM1 TNFa inh	-2	-17	1	6
CYP2C19 inh	x	-17	16	33

Source: PubChem BioAssay (several laboratories)
